EP2 antag = blocks the human prostaglandin E2 receptor EP2. P43116. C6 glioma cells expressing human EP2, cAMP TR-FRET; cells stimulated with saturating PGE2. inhibition, % at 25 µM. 260,000 compounds, 0.52% hits. AID 1422;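 active = percent inhibition above 40 after rounding to a whole number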;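 also: rat C6 glioma host cells with rolipram phosphodiesterase inhibitor present; the protocol text gives 20 µM as final concentration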
p47phox inh = inhibitors of human p47phox binding; inhibition, % at 24.7 µM; p47phox/p22phox peptide binding, fluorescence polarization, 2 h; 220,000 compounds, 0.53% hits;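 active = inhibition above about 30%, limit read from the data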;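 also: 0% = p47phox with labelled peptide and 100% = labelled peptide alone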
PPC-1+TRAIL kill = kills PPC-1 cancer cells in the presence of TRAIL | PPC-1 cells + TRAIL, ATPLite viability luminescence | AID 1443 | 220,000 compounds, 0.41% hits | cell killing (% activity), % at 4 µM;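 active = cell killing above 50% in the first pass at 4 µM, then a duplicate retest at 5 µM averaging 50% or more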;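 also: plate controls were cells with TRAIL plus DMSO for no effect and medium-only wells lacking cells for full effect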
Furin inh = inhibitors of human furin. inhibition, % at 30 µM. purified furin, fluorogenic substrate cleavage. 220,000 compounds, 0.061% hits. AID 463115; in the data active = inhibition above about 25%; also: inactives centre near -15
Tb hexokinase = blocks Trypanosoma brucei hexokinase 1 activity | recombinant TbHK1, G6PDH-coupled NADH A340 | inhibition, % at 10 µM | 220,000 compounds, 0.11% hits | AID 1430;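 active = inhibition of 50% or more in the single-dose primary screen; inactive = inhibition below 50%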
RBBP9 inh = human RBBP9 hydrolase inhibition; O75884; recombinant RBBP9, FP-Rh probe fluorescence polarization; inhibition, % at 7.94 µM; 220,000 compounds, 0.2% hits;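 active = inhibition above the campaign mean of all tested compounds plus 3 SD, cut at about 14% in these data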;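 also: plate controls were DMSO wells with RBBP9 for no effect and wells lacking RBBP9 protein for full effect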
Target sequence (O75884 whole entry, looked up): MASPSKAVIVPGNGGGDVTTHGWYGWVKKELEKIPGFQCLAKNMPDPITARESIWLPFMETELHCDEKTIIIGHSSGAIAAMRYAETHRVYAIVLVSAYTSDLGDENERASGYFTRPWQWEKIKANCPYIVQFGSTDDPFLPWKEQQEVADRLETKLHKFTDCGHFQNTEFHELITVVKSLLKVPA
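Test system – recombinant human RBBP9 · Input – RBBP9 2.5 µM in dispensing solution, pre-mixing · Medium – Tris buffer pH 8.0, NaCl, Pluronic · Schedule – preincubation 30 min plus labeling 45 min at 25 °C · Measured by – fluorescence polarization · Measure – % inhibition · Controls – DMSO and no-protein wells · Replicates – one well per compound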
BaF3 tox = parental Ba/F3 viability inhibition as JAK2V617F counter-screen | inhibition, % at 5.6 µM | 220,000 compounds, 1.1% hits | CellTiter-Glo ATP luminescence;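 active = inhibition above a per-campaign cutoff, the mean inhibition of all tested compounds plus 3 SD, cut at about 27% in these data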;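 also: 0% = DMSO wells and 100% = JAK Inhibitor I control wells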
Ba/F3 V617F tox = reduce viability of Ba/F3 cells dependent on JAK2V617F | Ba/F3 EpoR-JAK2V617F viability, ATP luminescence | inhibition, % at 5.6 µM | 220,000 compounds, 1.1% hits | AID 1446;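 active = inhibition above the campaign mean plus 3 SD over all tested compounds, cut at about 24% in these data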;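 also: cytokine-independent growth of Ba/F3 cells driven by EpoR plus mutant JAK2; 0% = DMSO-treated cells and 100% = JAK inhibitor I control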
p97 ATPase inh = blocks human p97 ATPase activity; P55072; recombinant p97 ATPase, Kinase-Glo ATP luminescence, 3 h; inhibition, % at 8 µM; 220,000 compounds, 0.42% hits; AID 1481; in the data active = inhibition above about 15%;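 also: 0% = DMSO vehicle and 100% = wells lacking enzyme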
Target sequence (P55072 whole entry, looked up): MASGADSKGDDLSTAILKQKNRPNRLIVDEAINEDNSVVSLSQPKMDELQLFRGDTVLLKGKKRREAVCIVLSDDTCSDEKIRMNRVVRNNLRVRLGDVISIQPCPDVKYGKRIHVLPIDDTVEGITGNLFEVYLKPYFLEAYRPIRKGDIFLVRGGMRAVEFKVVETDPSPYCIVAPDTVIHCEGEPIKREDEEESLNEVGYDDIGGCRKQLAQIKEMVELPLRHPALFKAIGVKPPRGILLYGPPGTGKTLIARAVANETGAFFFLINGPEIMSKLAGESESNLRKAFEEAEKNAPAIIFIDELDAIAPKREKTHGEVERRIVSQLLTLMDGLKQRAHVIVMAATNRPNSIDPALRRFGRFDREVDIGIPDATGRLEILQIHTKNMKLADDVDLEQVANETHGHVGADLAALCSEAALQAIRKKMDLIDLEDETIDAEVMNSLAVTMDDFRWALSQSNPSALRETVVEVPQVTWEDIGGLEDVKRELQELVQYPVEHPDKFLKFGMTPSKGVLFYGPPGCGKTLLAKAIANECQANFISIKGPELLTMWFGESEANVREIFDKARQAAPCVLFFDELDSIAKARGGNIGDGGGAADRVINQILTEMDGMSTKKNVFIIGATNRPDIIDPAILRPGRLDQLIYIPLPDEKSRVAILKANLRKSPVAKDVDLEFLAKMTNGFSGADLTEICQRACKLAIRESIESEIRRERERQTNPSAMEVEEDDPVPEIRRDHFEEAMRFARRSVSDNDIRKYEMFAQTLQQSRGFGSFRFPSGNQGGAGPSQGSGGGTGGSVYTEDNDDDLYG
Starred values were filed as active, the others as inactive; nt = no result given; & = joins results of further samples; [ ] = remark or other dose. A portion of the library; rates above refer to the full screens.

#	Structure	Furin inh	RBBP9 inh	p47phox inh	Ba/F3 V617F tox	PPC-1+TRAIL kill	EP2 antag	p97 ATPase inh	Tb hexokinase	BaF3 tox
1	O=C1C(Cl)=C(NS(=O)(=O)c2ccc([N+](=O)[O-])cc2)C(=O)c2ccccc21	-8	4	7	-3	2	3	1	-15	4
2	COc1cc(C(=O)Nc2cccc(-c3nc4cc(C)ccc4o3)c2)cc(OC)c1OC	-17	-10	-11	2	18	8	-6	-6	4
3	O=C(c1ccccc1Oc1ccc(C(F)(F)F)cc1[N+](=O)[O-])N1CCOCC1	-9	4	7	-4	22	6	2	2	7
4	CC(=O)c1ccc(NC(=O)CCCN2C(=O)/C(=C/C(C)=C/c3ccccc3)SC2=S)cc1	-10	-11	-103	0	-7	0	0	-11	2
5	CCN(CC)CCOC(=O)c1ccc(NC(=O)COc2cc(=O)n(CC)c3ccccc23)cc1	15[20 µM]	-4	-3	-4	0	8	3	-2	2
6	CC1(C)CC(=O)C/C(=N/NC(=O)COc2ccc(Cl)cc2Cl)C1	-7	-10	-1	-3	-4	11	3	-11	-2
7	Cc1ccccc1-n1c(SCC(=O)N2CCCC2)nnc1-c1ccccn1	-24	4	4	-3	-8	11	6	-2	-2
8	CC1=C(C)CC(C(=O)NNC(=O)c2cccc(Cl)c2)C(C(=O)O)C1 (stereo not given)	-22	2	-11	-3	26	8	4	3	4
9	COc1ccc(OC)c(NS(=O)(=O)c2ccc3c(c2)CCC(=O)N3)c1	-9	-1	-18	-3	-18	8	6	-6	0
10	O=C(COc1ccccc1)N1CCN(S(=O)(=O)c2cccs2)CC1	-7	-6	-17	1	-2	6	-3	-6	4
11	O=C(C(c1ccccc1)c1ccccc1)N1CCN(CCN2C(=O)c3cccc4cccc(c34)C2=O)CC1	-22	-13	-28	0	15	9	-2	-29	7
12	CCN(CC)C(c1ccc(F)cc1)c1nnnn1C1CCCCC1 (stereo not given)	-21	3	-8	-1	-6	1	4	1	5
13	CCC(=O)Nc1cccc(-n2nnnc2SCC(=O)NCc2ccco2)c1	-22	3	1	-2	9	12	8	2	2
14	COCCn1c(SCC(=O)N2CCCCC2)nc2cccnc21	-27	3	5	1	-13	nt	3	-2	6
15	CC(C)(CNc1ccc([N+](=O)[O-])cc1C#N)N1CCOCC1	-12	-2	0	-2	26	6	3	-20	6
16	Cc1ccc(NC(=O)c2[nH]cnc2C(=O)NN)cc1	-16	-9	3	-3	27	13	7	0	1
17	O=C(Nc1ccc(N2CCN(C(=O)c3cccs3)CC2)c(Cl)c1)c1ccco1	-22[20 µM]	-3	-5	1	3	10	4	-12	4
18	CCCCCCSc1nsc(NC(=O)CCC)n1	-21	-7	0	-3	16	2	0	-5	1
19	CCN1CCN(c2ccc(NC(=O)c3ccc(F)cc3)cc2Cl)CC1	-22	-1	-6	5	8	8&9	-4	10	11
20	COc1ccc(-c2nnc(Nc3ccc(OC)c(C(=O)N4CCCCC4)c3)c3ccccc23)cc1	-13	-3	-13	0	13	8	8	-16	5
21	O=C(Cc1cccc(C(F)(F)F)c1)NCc1ccc(Cl)cc1	1	7	-13	-2	0	5	6	14	10
22	CCCCOc1ccc(CN(C)c2ncnc(N)n2)cc1	-19[20 µM]	-9	-8	-2	1	1	4	-3	2
23	CN(/N=C/c1ccc(O)cc1O)c1ncc(C(F)(F)F)cc1Cl	8	-6	2	-2	14	15	-3	-27	3
24	CC1CCC(NC(=O)C2CCC(CNc3c(N4CCCCC4)c(=O)c3=O)CC2)CC1 (stereo not given)	-12	-4	-13	-3	-9	7	2	-7	3
25	O=C(Nc1ccccc1C(=O)N1CCN(Cc2ccccc2)CC1)c1ccccn1	1	5	-10	3	9	15	-7	4	7
26	CCOc1ccc(Cc2noc3c2C(=O)CCC3)cc1OCC	4	-12	7	3	8	3	-9	6	2
27	O=C(NNC(=O)C1CCCN(c2ncccn2)C1)c1ccc(F)cc1 (stereo not given)	-16[20 µM]	-1	-14	-3	0	29	4	-2	1
28	O=C(NCc1n[nH]c(=S)n1-c1ccc(Cl)c(Cl)c1)c1cccs1	-31	-3	-10	-3	1	5	6	-2	0
29	COc1cccc(NC(=S)N/N=C2/CCCCc3ccccc32)c1	-14	-5	-8	-2	30	10	3	6	5
30	CCCc1cc(=O)oc2cc(C)cc(OCc3nn[nH]n3)c12	-10	-9	-3	3	0	11	-4	-6	5
31	O=C(Nc1ccc(NC(=O)C2CC2)nc1)c1cccnc1	-17	-10	6	1	11	6	3	-2	5
32	CCCC(=O)N(c1ccc(OC)cc1)C1C=CS(=O)(=O)C1 (stereo not given)	-16[20 µM]	-4	-15	1	3	5	0	-4	5
33	COCCNC(=O)CSc1nc2ccccc2c(=O)n1CCC(=O)NCCc1ccc(OC)c(OC)c1	-7	-14	7	3	2	1	-6	6	5
34	COc1ccc(-n2nnnc2-c2cnc(N3CCCC3)nc2C(F)(F)F)cc1	-3[20 µM]	-8	-2	-2	4	1	0	1	7
35	O=C(COC(=O)c1cccs1)Nc1cccc(S(=O)(=O)N2CCOCC2)c1	-15	-5	-32	-1	20	6	6	1	4
36	CN(C)S(=O)(=O)c1ccc(C(=O)NNC(=O)C2COc3ccccc3O2)cc1 (stereo not given)	-11	-2	1	-6	16	11	2	-6	4
37	COc1ccc(S(=O)(=O)N2CCc3ccccc32)cc1NC(C)=O	-13	-4	-37	10	-3	0	-5	8	24
38	O=C(NCCC(c1ccccc1)c1ccccc1)c1cnccn1	-13	-4	-7	-1	36	11	-3	-6	7
39	CCn1c(=O)c2cc(S(=O)(=O)NCc3ccccc3)ccc2n(CC)c1=O	-15[20 µM]	2	3	-4	-19	14	0	4	1
40	CCOC(=O)C1CCCN(C(=O)c2cc(S(=O)(=O)Nc3ccccc3OC)ccc2C)C1 (stereo not given)	-15	6	-10	1	-1	6	3	-5	-5

For convenience, part of the list above:
#	Structure	Furin inh	RBBP9 inh	p47phox inh	Ba/F3 V617F tox	PPC-1+TRAIL kill	EP2 antag	p97 ATPase inh	Tb hexokinase	BaF3 tox
22	CCCCOc1ccc(CN(C)c2ncnc(N)n2)cc1	-19[20 µM]	-9	-8	-2	1	1	4	-3	2
23	CN(/N=C/c1ccc(O)cc1O)c1ncc(C(F)(F)F)cc1Cl	8	-6	2	-2	14	15	-3	-27	3
24	CC1CCC(NC(=O)C2CCC(CNc3c(N4CCCCC4)c(=O)c3=O)CC2)CC1 (stereo not given)	-12	-4	-13	-3	-9	7	2	-7	3
25	O=C(Nc1ccccc1C(=O)N1CCN(Cc2ccccc2)CC1)c1ccccn1	1	5	-10	3	9	15	-7	4	7
26	CCOc1ccc(Cc2noc3c2C(=O)CCC3)cc1OCC	4	-12	7	3	8	3	-9	6	2
27	O=C(NNC(=O)C1CCCN(c2ncccn2)C1)c1ccc(F)cc1 (stereo not given)	-16[20 µM]	-1	-14	-3	0	29	4	-2	1
28	O=C(NCc1n[nH]c(=S)n1-c1ccc(Cl)c(Cl)c1)c1cccs1	-31	-3	-10	-3	1	5	6	-2	0
29	COc1cccc(NC(=S)N/N=C2/CCCCc3ccccc32)c1	-14	-5	-8	-2	30	10	3	6	5
30	CCCc1cc(=O)oc2cc(C)cc(OCc3nn[nH]n3)c12	-10	-9	-3	3	0	11	-4	-6	5
31	O=C(Nc1ccc(NC(=O)C2CC2)nc1)c1cccnc1	-17	-10	6	1	11	6	3	-2	5
32	CCCC(=O)N(c1ccc(OC)cc1)C1C=CS(=O)(=O)C1 (stereo not given)	-16[20 µM]	-4	-15	1	3	5	0	-4	5
33	COCCNC(=O)CSc1nc2ccccc2c(=O)n1CCC(=O)NCCc1ccc(OC)c(OC)c1	-7	-14	7	3	2	1	-6	6	5
34	COc1ccc(-n2nnnc2-c2cnc(N3CCCC3)nc2C(F)(F)F)cc1	-3[20 µM]	-8	-2	-2	4	1	0	1	7
35	O=C(COC(=O)c1cccs1)Nc1cccc(S(=O)(=O)N2CCOCC2)c1	-15	-5	-32	-1	20	6	6	1	4
36	CN(C)S(=O)(=O)c1ccc(C(=O)NNC(=O)C2COc3ccccc3O2)cc1 (stereo not given)	-11	-2	1	-6	16	11	2	-6	4
37	COc1ccc(S(=O)(=O)N2CCc3ccccc32)cc1NC(C)=O	-13	-4	-37	10	-3	0	-5	8	24

Additional entries.
#	Structure	Furin inh	RBBP9 inh	p47phox inh	Ba/F3 V617F tox	PPC-1+TRAIL kill	EP2 antag	p97 ATPase inh	Tb hexokinase	BaF3 tox
41	Clc1ccc(SCc2cc(-c3ccc(Cl)cc3)on2)cc1	-8[20 µM]	-8	-22	5	18	10	-6	14	1
42	COc1cccc(/C=N\NC(=O)c2sc(N)nc2C)c1OC	-16[20 µM]	9	-6	-5	13	12	1	-51	3
43	O=[N+]([O-])c1c(NCc2ccco2)ccc2nonc12	-8	4	0	3	1	7	18*	-10	-3
44	CCc1ccccc1NCC(=O)Nc1ccc(Cl)c(C(F)(F)F)c1	1	-7	-8	4	-15	4	-9	28	6
45	C=CCSc1nc2sc3c(c2c(=O)n1CC)CCc1ccccc1-3	-14	-8	-4	0	12	9	1	-2	6
46	CSc1nc(C)cc(OCC(=O)N2CCOCC2)n1	-19[20 µM]	-2	-6	0	7	9	2	1	2
47	COc1ccc(C(=O)Nc2cc(=O)n(C)c(=O)n2C)cc1	-19	0	1	1	15	4	4	-13	5
48	CC1(C)Cc2ccccc2C(NNC(=O)c2ccncc2)=N1	-24[20 µM]	-7	-9	-5	18	14	1	-29	1
49	O=C(CS(=O)(=O)Cc1ccccc1)NCc1ccco1	-37	-10	-6	-1	10	8	5	4	9
50	C/C(=N\Nc1ccc(F)cc1F)c1ccccc1O	-30	7	-12	1	-1	14	2	-2	10
51	CC(OC(=O)CCCSc1nc2ccccc2s1)C(=O)NC(N)=O (stereo not given)	-12	-6	-2	1	12	-1	1	1	2
52	CCOc1ccc(OCCSc2nc(C)cc(=O)[nH]2)cc1	-28	-1	-6	6	15	10	-3	5	10
53	O=C(O)COc1c(-c2ccco2)oc2ccccc2c1=O	-27	-4	-1	2	3	19	1	-46	5
54	Cc1ccnc(NS(=O)(=O)c2ccc(NC(=O)C3CCCO3)cc2)n1 (stereo not given)	-23	-2	-9	-2	10	2	2	3	2
55	CN(C)/C(CN1CCCCC1)=C1\N=C(c2ccccc2)OC1=O	-8[20 µM]	-8	-6	-2	11	0	-1	-26	7
56	CCOc1ccc(C2NC(=O)NC(C)=C2[N+](=O)[O-])cc1OC (stereo not given)	-12	-4	-9	-1	29	10	6	-34	15
57	O=C(Nc1ccccc1F)C(=Cc1sc(N2CCOCC2)nc1-c1ccccc1)C(=O)Nc1ccccc1F	-8	-5	-31	-4	22	6	1	-12	0
58	Cc1ccc2[nH]c(-c3ccccc3)c(CN(C)C)c(=O)c2c1	-7[20 µM]	-6	-5	4	21	4	-4	-9	3
59	CC/C(=N\NC(=S)Nc1ccc(OC)cc1)c1ccc(OC(F)F)cc1	-11	-4	-9	1	4	7	10	1	6
60	O=C(Oc1ccccc1N1C(=O)C2CC=CCC2C1=O)c1ccc(Br)cc1 (stereo not given)	-10	2	-2	-1	7	1	3	-3	5

Screening data from PubChem.
